Screens: PubChem BioAssay, several laboratories
CAL PDZ FP-1 – human CAL PDZ-peptide interaction inhibition | purified CAL PDZ, TMR-peptide fluorescence polarization, 1 h | inhibition, % at 20 µM | 330,000 compounds, 0.02% hits | AID 504414;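 active = highest replicate inhibition of at least 40%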;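 note: plate controls were DMSO neutral control wells for no effect and unlabeled competitor peptide control wells for full effect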
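material = purified tagged CAL PDZ domain construct (CerCALP) | compound dosing = 20 µM, one dose | times = 1 h at RT | measured by = fluorescence polarization from S- and P-plane intensities, G-factor corrected | read-out = inhibition from polarization loss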
CAL PDZ FP-2 – inhibitors of human CAL PDZ peptide binding. Q9HD26. inhibition, % at 24.9 µM. AID 602252. 300,000 compounds, 0.92% hits. purified CAL PDZ, TMR-peptide fluorescence polarization, 1 h;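 active = mean inhibition of at least 30% with at least half of replicates also reaching 30%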;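 note: 0% = DMSO neutral control and 100% = excess unlabeled competitor peptide PRC23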
cardiac RTF act – increases calcium sensitivity of human cardiac regulated thin filaments. P19429+P45379. IANBD-labeled TnC RTF fluorescence at EC20 calcium; 0% EC20 calcium, 100% full calcium. activation, % at 7.2 µM. 340,000 compounds, 0.24% hits. AID 493008;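 active = activation above the mean over all tested compounds plus 3 SD, cut at about 30% in these data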;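 note: rise in fluorescence read as greater calcium sensitivity of cardiac thin filaments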
DAGLB inhibitor – diacylglycerol lipase beta (human) inhibition; Q8NCG7; HEK293T DAGLB membrane lysate, EnzChek fluorogenic substrate; inhibition, % at 5.17 µM; 340,000 compounds, 0.059% hits; AID 504411; in the data active = inhibition above about 34%;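 note: 0% = enzyme with vehicle and 100% = wells lacking enzyme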
Target sequence (Q8NCG7 whole entry, looked up): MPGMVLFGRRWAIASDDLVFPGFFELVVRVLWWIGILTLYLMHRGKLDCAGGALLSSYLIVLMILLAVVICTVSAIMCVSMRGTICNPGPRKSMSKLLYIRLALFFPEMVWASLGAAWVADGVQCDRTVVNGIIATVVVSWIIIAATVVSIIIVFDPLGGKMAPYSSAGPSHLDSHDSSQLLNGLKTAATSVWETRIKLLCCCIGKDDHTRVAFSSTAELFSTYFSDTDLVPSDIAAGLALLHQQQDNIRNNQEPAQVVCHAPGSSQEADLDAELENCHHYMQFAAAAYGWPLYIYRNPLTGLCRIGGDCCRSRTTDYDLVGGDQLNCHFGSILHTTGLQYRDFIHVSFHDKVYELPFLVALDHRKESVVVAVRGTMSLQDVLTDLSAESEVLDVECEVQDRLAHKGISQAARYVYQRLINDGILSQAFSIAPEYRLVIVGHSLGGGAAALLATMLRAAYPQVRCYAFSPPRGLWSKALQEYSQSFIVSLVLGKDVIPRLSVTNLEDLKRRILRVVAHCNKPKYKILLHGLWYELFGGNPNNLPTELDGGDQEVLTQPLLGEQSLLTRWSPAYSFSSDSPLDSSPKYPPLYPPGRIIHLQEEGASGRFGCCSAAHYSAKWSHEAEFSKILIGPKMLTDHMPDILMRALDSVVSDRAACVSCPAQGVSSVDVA
Cardiac RTF inh – cardiac RTF calcium desensitization. AID 493244. IANBD-labeled cardiac RTF, Ca2+ fluorescence. inhibition, % at 7.15 µM. 340,000 compounds, 0.12% hits;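 active = inhibition above the mean inhibition of all tested compounds plus 3 SD, cut at about 17% in these data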;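 note: assay run at fixed EC70 calcium of 1.6 mM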
SR-BI uptake up – activators of SR-BI mediated HDL lipid uptake; CHO ldlA[mSR-BI] cells, DiI-HDL uptake fluorescence, 3 h; 100 = double the neutral-control signal; activation, % at 12.5 µM; 320,000 compounds, 0.096% hits;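 active = mean replicate activation of at least 60% and every replicate at or above 60%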;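 note: 0% = median plate neutral-control signal and 100% = twice that signal; values of inactives mirror those of a sister screen read the other way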
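Assay system: CHO ldlA[mSR-BI] cells, LDL receptor-null, SR-BI overexpressing; medium: Ham's F12 with 0.5% BSA, HEPES 25 mM, pH 7.4; also added: DiI-HDL 10 µg/mL; timing: 3 h uptake period with compound, 37 °C; signal: DiI fluorescence, bottom read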
Rtt109 HAT inh – inhibitors of Candida albicans Rtt109/Vps75 histone acetyltransferase; purified Rtt109/Vps75, ThioGlo CoA-SH fluorescence, 4 h; inhibition, % at 34.9 µM; 330,000 compounds, 0.16% hits; AID 540336;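 active = inhibition of at least 50% in every replicate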
Keap1-Nrf2 PPI – Keap1-Nrf2 (human) interaction inhibition. Keap1 Kelch-Nrf2 peptide fluorescence polarization, 1536-well. inhibition, % at 9.4 µM. 340,000 compounds, 0.15% hits. AID 504523; in the data active = inhibition above about 12%;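 note: human Keap1 Kelch domain with fluorescein labeled Nrf2 9mer peptide probe; 0% = neutral control wells and 100% = peptide positive control; higher means more block of Keap1 binding to Nrf2 peptide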
PKA-R2B activ – activators of human PKA-R2B complex | activation, % at 11.4 µM | PKA-R2B holoenzyme dissociation, Cy5-IP20 fluorescence polarization; R2B truncated from residue 108, S112A mutant; 0% DMSO only, 100% 113 µM cGMP | 340,000 compounds, 0.079% hits;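 active = activation above a cutoff set at the mean over all compounds plus 3 SD, cut at about 18% in these data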;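 note: higher means more holoenzyme dissociation and a rise in polarization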
Target sequence (P31323 whole entry, looked up, other chains not shown, the tested form may be a part): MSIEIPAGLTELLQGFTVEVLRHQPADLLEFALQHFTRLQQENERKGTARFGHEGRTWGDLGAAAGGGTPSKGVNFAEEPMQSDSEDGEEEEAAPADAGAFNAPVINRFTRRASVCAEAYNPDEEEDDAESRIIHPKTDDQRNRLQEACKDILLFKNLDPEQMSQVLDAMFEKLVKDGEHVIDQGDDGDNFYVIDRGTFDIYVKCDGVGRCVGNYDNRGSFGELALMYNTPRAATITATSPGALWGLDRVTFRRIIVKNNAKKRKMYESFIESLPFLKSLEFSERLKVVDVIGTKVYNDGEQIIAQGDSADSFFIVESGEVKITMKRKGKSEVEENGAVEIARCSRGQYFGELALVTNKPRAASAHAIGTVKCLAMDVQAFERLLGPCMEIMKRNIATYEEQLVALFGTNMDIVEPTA
LANA DNA inh – KSHV C-LANA DNA binding inhibition | MBP-C-LANA/FAM-LBS DNA binding, fluorescence polarization | inhibition, % at 9 µM | 340,000 compounds, 0.078% hits;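 active = highest replicate inhibition at or above 60% at 9 µM, even if other replicates fall short; inactive = all replicates below 60% inhibition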;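 note: 0% = neutral control wells and 100% = 4 µM acridine orange control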
* hit, by the source's call; / = not tested or not shown.

Sample of the layout, two compounds:
no.	SMILES	CAL PDZ FP-1	CAL PDZ FP-2	cardiac RTF act	DAGLB inhibitor	Cardiac RTF inh	SR-BI uptake up	Rtt109 HAT inh	Keap1-Nrf2 PPI	PKA-R2B activ	LANA DNA inh
1	Cc1ccc(NS(=O)(=O)c2ccc(N3C(=O)CCC3=O)cc2)cc1	-0.4	/	-3	-1	-1	13	-3	2	-6	0.8
2	CCOC(=O)c1c(C)[nH]c(C(=O)COC(=O)c2[nH]c(C)c(C(C)=O)c2C)c1C	/	-4	-4	-3	-7	-62	-5	-6	-9	1.3

All compounds of this part, repeating the preview:
no.	SMILES	CAL PDZ FP-1	CAL PDZ FP-2	cardiac RTF act	DAGLB inhibitor	Cardiac RTF inh	SR-BI uptake up	Rtt109 HAT inh	Keap1-Nrf2 PPI	PKA-R2B activ	LANA DNA inh
1	Cc1ccc(NS(=O)(=O)c2ccc(N3C(=O)CCC3=O)cc2)cc1	-0.4	/	-3	-1	-1	13	-3	2	-6	0.8
2	CCOC(=O)c1c(C)[nH]c(C(=O)COC(=O)c2[nH]c(C)c(C(C)=O)c2C)c1C	/	-4	-4	-3	-7	-62	-5	-6	-9	1.3
3	CN(C)c1ccc(C2SCCN2C(=O)c2ccc([N+](=O)[O-])cc2)cc1 (stereo not drawn)	-3.1	-2	2	2	3	-6	28	-1	-2	-0.5
4	COc1ccccc1N1CCN(C(=O)c2ccc(Cl)c(S(=O)(=O)NCc3ccco3)c2)CC1	-2.9	1	-11	2	0	-34	8	0	-7	0.0
5	O=C1C(=O)N(c2nccs2)C(c2ccccc2)/C1=C(\O)c1ccc2c(c1)OCCO2 (stereo not drawn)	-2.7	-2	-1	1	-17	54	-1	1	2	0.8
6	O=C(O)C1Nc2c(O)cc(Cl)c([N+](=O)[O-])c2C2C=CCC12 (stereo not drawn)	0.4	4	-37	19	86*	-83	9	42*	11	120*
7	CN(C)C=NC(=O)c1cccn1-c1ncc(C(F)(F)F)cc1Cl	-0.7	3	8	-1	-7	-4	-20	-3	1	1.6
8	CCCOc1ccc(C(=O)NNC(=S)NC(=O)c2cc(-c3ccccc3)nc3ccccc23)cc1	-0.5	1	1	3	-10	22	20	0	7	-0.9
9	Cn1c(CCNC(=O)c2cccs2)n[nH]c1=S	-0.6	2	3	1	0	/	-12	1	-1	1.5
10	Cc1c(C)n(CCC#N)c2ccc(Cl)cc12	0.2	-4	3	0	-7	-12	0	0	-19	0.2
11	CCC(=O)N1CCc2cc(Br)cc(S(=O)(=O)N3CCC(C(=O)NC(C)(C)C)CC3)c21	-2.0	1	2	-3	-3	3	3	-3	-4	-0.3
12	CCCC(=O)NC(=S)Nc1ccccc1C(=O)OC	-0.4	-2	-8	0	0	-6	4	-1	-3	1.0
13	Cc1ccc2oc(C(=O)N(Cc3ccccc3)C3CCS(=O)(=O)C3)c(C)c2c1 (stereo not drawn)	-1.0	-4	-2	3	8	-22	12	-2	-1	-0.5
14	CC(=O)Nc1ccc(C(=O)c2ccccc2)cc1	-0.9	/	-2	-3	0	-9	-13	-3	3	0.7
15	Cc1cc(NC(=O)Cn2c(=O)oc3ccc(Cl)cc32)no1	-1.2	/	9	-2	-2	8	-2	-5	-8	0.8
16	O=C(CN1CCN(c2ccccn2)CC1)Nc1ccc(Br)cc1	/	-9	0	0	-12	6	-6	-1	-1	0.3
17	O=c1[nH]c(-c2ccc(-c3cccc(Cl)c3)o2)nc2ccccc12	-0.8	-4	0	9	-8	-16	-5	5	4	3.0
18	Cc1cccc(NC(=O)COC(=O)COc2ccc3c(c2)CCC3)c1	-0.1	-2	0	-5	3	19	3	1	0	2.4
19	CC(C)Sc1nnc(CNC(=O)C23CC4CC(CC(C4)C2)C3)n1C1CCCCC1	-1.1	47*	3	5	-23	7	-2	4	-1	-1.5
20	Cc1ccccc1C(=O)N1CCC(C(=O)Nc2cc(C(F)(F)F)ccc2N2CCCC2)CC1	-0.9	/	-20	1	-12	-9	6	2	-2	-1.0

More results follow:
no.	SMILES	CAL PDZ FP-1	CAL PDZ FP-2	cardiac RTF act	DAGLB inhibitor	Cardiac RTF inh	SR-BI uptake up	Rtt109 HAT inh	Keap1-Nrf2 PPI	PKA-R2B activ	LANA DNA inh
21	COc1ccc(NC(=O)CN(C)CC(=O)Nc2ccc(N3CCOCC3)cc2)c([N+](=O)[O-])c1	0.1	8	1	0	-1	-46	5	3	9	1.2
22	Cc1cccc(NC(=O)COC(=O)c2ccccn2)c1	0.4	9	-2	1	-1	23	-4	-1	5	1.1
23	COc1cccc(/C=C/C(=O)OCC(=O)c2c[nH]c3ccccc23)c1	0.1	-1	1	-4	-7	-6	-4	-5	-8	1.2
24	Cc1ccccc1-n1cnc2c(sc3nc(N4CCOCC4)c4c(c32)CCCC4)c1=O	-3.2	1	-6	-4	2	-63	8	-1	-2	0.5
25	COc1ccc2nc(N3C(=O)CNC3=S)sc2c1	-0.4	-4	0	4	-4	-4	-4	3	6	0.8
26	CCOc1ccc(NS(=O)(=O)CC23CCC(CC2=O)C3(C)C)cc1 (stereo not drawn)	-1.6	-1	-1	-1	-4	1	-1	-1	-5	2.8
27	CCOC(=O)Cn1c(=O)n(Cc2ccc(OC)cc2)c(=O)c2cccnc21	-1.8	-2	4	1	-4	25	4	3	12	-0.2
28	CN(C)C(=O)c1cc2cc([N+](=O)[O-])ccc2s1	-2.3	/	-2	-1	-6	13	3	-3	-1	-0.5
29	N#Cc1c(-c2cccs2)nc(SCC(=O)c2cccs2)[nH]c1=O	-9.3	-10	5	11	-8	24	6	-19	8	-4.7
30	NC(=O)CSc1nnc(-c2ccc([N+](=O)[O-])cc2)o1	-1.7	-2	7	2	12	11	-1	-6	14	0.6
31	Cc1cc(C)c2c(n1)SCC(=O)N2CC(=O)NCCC1=CCCCC1	-0.8	/	6	1	-4	-6	0	-5	-8	-1.4
32	COc1ccccc1CNC(=O)c1ccccc1N(C)S(C)(=O)=O	-0.4	-1	1	-2	-8	2	-5	-4	-6	-0.5
33	COc1ccc(CNC(=O)c2ccc[nH]2)cc1Cl	-6.6	/	3	2	-3	12	3	-2	4	-0.8
34	NC(=O)C(c1ccccc1)c1ncc(C(F)(F)F)cc1Cl (stereo not drawn)	1.9	-2	-2	-4	-1	/	-8	0	3	-0.9
35	Cn1c(=O)c2cc(S(=O)(=O)NCCC(=O)Nc3ccc(Cl)cc3)ccc2n(C)c1=O	-3.5	-1	8	-1	-8	4	10	-2	-1	-0.7
36	O=C(COC(=O)c1sc2cc(F)ccc2c1Cl)Nc1ncc(Cl)cc1Cl	-1.5	-1	15	-2	-3	-5	4	-2	-10	0.5
37	NS(=O)(=O)c1ccc(CNC(=O)c2cc(-c3cccs3)nc3ccccc23)cc1	-1.0	-3	3	1	0	-32	-11	-2	-6	3.2
38	C=CCn1c(SCCN2CCCC2)nc2c([nH]c3ccccc32)c1=O	-3.0	-3	-6	-1	2	-4	/	0	-5	-1.4
39	C=CCN(c1ccc(C(=O)NCCSc2ccccc2)cc1)S(C)(=O)=O	0.0	-4	0	-2	-16	-20	/	0	-6	0.8
40	COc1cc(NS(=O)(=O)c2ccc3c(c2)oc(=O)n3C)cc(OC)c1OC	0.0	-3	-1	-1	-1	11	-7	0	2	1.9

Next entries
no.	SMILES	CAL PDZ FP-1	CAL PDZ FP-2	cardiac RTF act	DAGLB inhibitor	Cardiac RTF inh	SR-BI uptake up	Rtt109 HAT inh	Keap1-Nrf2 PPI	PKA-R2B activ	LANA DNA inh
41	S=C(c1cn(Cc2ccc(Br)cc2)c2ccccc12)N1CCOCC1	-0.3	-2	3	-5	9	9	-6	-3	-22	1.4
42	COc1ccc(NC(=O)Cn2nc3n(c2=S)CCC3)cc1	-1.0	/	-4	2	-8	13	-13	-2	-4	-0.5
43	CCc1cccc(NC(=O)c2cccc(S(=O)(=O)N3CCN(C)CC3)c2)c1	-2.4	8	-6	0	-3	/	-3	5	5	-0.7
44	COc1ccc(NC(=O)NCCCN2CCN(c3ccccc3F)CC2)cc1	0.9	-3	-2	3	8	12	0	-1	1	0.1
45	O=C(c1nc(SCc2ccc([N+](=O)[O-])cc2)n2ccccc12)C(F)(F)F	-1.2	-4	4	-1	4	-7	-4	0	-8	-1.6
46	Cc1ccc(NC(=O)c2nsc(Cl)c2Cl)cc1	-0.5	1	-7	-7	1	-2	-11	-1	11	0.4
47	Oc1ccc2cc(Br)ccc2c1CN1CCCC1	-0.4	-2	7	-1	11	-9	8	4	-10	0.8
48	COc1ccc(/C=N/N(C(C)=O)c2nc(-c3ccc(C)cc3)cs2)cc1	/	-5	-2	-3	-6	-37	-31	-2	1	-0.1
49	CN(C)S(=O)(=O)c1ccc(C(=O)N2CCC(c3nc4ccccc4o3)CC2)cc1	-1.8	-3	7	0	7	-3	4	-2	4	-1.4
50	Cn1c(SCC(=O)NCC2CCCO2)nnc1-c1cccc(NC(=O)c2ccccc2F)c1 (stereo not drawn)	-0.5	8	-3	1	5	3	5	-3	10	0.0
51	Cc1ccc(Cn2cc(SCC(=O)Nc3nccs3)c3ccccc32)cc1	0.0	-9	-3	-1	-2	-15	14	-3	-7	0.8
52	O=C(NC1CCCCC1)c1ccc2c(=O)n(CC3CCCO3)c(=O)[nH]c2c1 (stereo not drawn)	-0.2	-12	3	2	-8	/	4	4	-11	5.1
53	CCN1C(=O)C(=O)N(CC(=O)Nc2ccccc2Oc2ccccc2)C1=O	-5.6	-1	5	2	1	-9	8	3	-4	-1.4
54	O=C(c1cccc(F)c1)N1CCN(C(=O)c2cc3nc(-c4ccco4)cc(C(F)(F)F)n3n2)CC1	-2.1	-6	0	2	-6	/	-32	0	6	1.1
55	COc1ccc(C2/C(=C(/O)c3ccccc3)C(=O)C(=O)N2CCCN2CCOCC2)cc1 (stereo not drawn)	0.1	-2	-2	3	-8	33	-9	0	1	-1.0
56	O=C(O)C1CCN(C(=O)c2ccccc2Cl)CC1	-0.2	-7	-4	-1	-1	21	-4	-6	-1	0.4
57	CCOc1ccc(CC(=O)Nc2sc(Cc3ccccc3)cc2C(N)=O)cc1OCC	-1.9	/	9	-3	-14	-2	-23	-1	-6	0.5
58	FC(F)(F)c1ccc(Cl)c(-n2c(-c3ccco3)n[nH]c2=S)c1	-1.0	-5	-1	-1	-8	29	4	-3	2	-2.4
59	COCCCN1C(=O)C(=O)/C(=C(/O)c2ccc(OC)cc2)C1c1cccc(OC)c1 (stereo not drawn)	-0.4	-2	2	0	-6	11	-8	0	-7	-0.2
60	CCN1CCN(C(=O)Nc2ccc(Cc3ccc(NC(=O)N4CCN(CC)CC4)cc3)cc2)CC1	-0.9	0	6	0	-1	7	11	3	4	1.1
61	CCCOc1cccc(-c2cc(-c3n[nH]c(=S)n3CC)c3ccccc3n2)c1	0.0	1	-1	1	9	-64	2	-3	1	2.2
62	O=C([C@@H]1CCCN1C(=O)c1cccs1)N1CCN(S(=O)(=O)c2ccccc2F)CC1	-1.3	4	-1	-1	2	8	5	-2	3	0.7
63	O=C(CN1CCN(c2cccc(C(F)(F)F)c2)CC1)NCc1ccccc1	0.9	/	0	-2	-5	-6	15	-1	-4	-0.3
